Source: PubChem BioAssay (several laboratories)
HTR1E agonist: agonists of human 5-HT1E serotonin receptor. CHO 5-HT1E Ga15 NFAT-bla reporter, FRET; 0% DMSO wells, 100% control agonist wells. actives 0.69% (n = 65,000). P28566. activation, % at 6 µM;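 active = activation above a set limit, the screen-wide mean activation plus 3 SD, cut at about 8.5% in these data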;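 also: 100% = positive control agonist at 1 µM giving full maximal response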
HTR1E antagonist: blocks the human 5-HT1E serotonin receptor; actives 0.99% (n = 65,000); CHO 5-HT1E Ga15 NFAT-bla reporter, FRET, antagonist; inhibition, % at 6 µM; AID 571; P28566;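 active = inhibition above a set limit, the mean inhibition across every tested compound plus 3 SD, cut at about 29% in these data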;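 also: signal is the 460 over 535 nm emission ratio of beta-lactamase substrate; 0% = agonist plus DMSO wells and 100% = wells without agonist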
Her2 expr inh: Her2 kinase expression inhibition. P04626. SKBR-3 HER2 protein level, AlphaScreen, 18-24 h; stronger effect = lower value. HER2 level % of control, % at 10 µM. actives 0.69% (n = 65,000). AID 645;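 active = HER2 level under 5% of the carrier-only control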;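 also: 100% = DMSO carrier and 0% = 500 nM PU-H71 HSP90 inhibitor; lower value means stronger loss of Her2 protein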
Target sequence (P04626 whole entry, looked up): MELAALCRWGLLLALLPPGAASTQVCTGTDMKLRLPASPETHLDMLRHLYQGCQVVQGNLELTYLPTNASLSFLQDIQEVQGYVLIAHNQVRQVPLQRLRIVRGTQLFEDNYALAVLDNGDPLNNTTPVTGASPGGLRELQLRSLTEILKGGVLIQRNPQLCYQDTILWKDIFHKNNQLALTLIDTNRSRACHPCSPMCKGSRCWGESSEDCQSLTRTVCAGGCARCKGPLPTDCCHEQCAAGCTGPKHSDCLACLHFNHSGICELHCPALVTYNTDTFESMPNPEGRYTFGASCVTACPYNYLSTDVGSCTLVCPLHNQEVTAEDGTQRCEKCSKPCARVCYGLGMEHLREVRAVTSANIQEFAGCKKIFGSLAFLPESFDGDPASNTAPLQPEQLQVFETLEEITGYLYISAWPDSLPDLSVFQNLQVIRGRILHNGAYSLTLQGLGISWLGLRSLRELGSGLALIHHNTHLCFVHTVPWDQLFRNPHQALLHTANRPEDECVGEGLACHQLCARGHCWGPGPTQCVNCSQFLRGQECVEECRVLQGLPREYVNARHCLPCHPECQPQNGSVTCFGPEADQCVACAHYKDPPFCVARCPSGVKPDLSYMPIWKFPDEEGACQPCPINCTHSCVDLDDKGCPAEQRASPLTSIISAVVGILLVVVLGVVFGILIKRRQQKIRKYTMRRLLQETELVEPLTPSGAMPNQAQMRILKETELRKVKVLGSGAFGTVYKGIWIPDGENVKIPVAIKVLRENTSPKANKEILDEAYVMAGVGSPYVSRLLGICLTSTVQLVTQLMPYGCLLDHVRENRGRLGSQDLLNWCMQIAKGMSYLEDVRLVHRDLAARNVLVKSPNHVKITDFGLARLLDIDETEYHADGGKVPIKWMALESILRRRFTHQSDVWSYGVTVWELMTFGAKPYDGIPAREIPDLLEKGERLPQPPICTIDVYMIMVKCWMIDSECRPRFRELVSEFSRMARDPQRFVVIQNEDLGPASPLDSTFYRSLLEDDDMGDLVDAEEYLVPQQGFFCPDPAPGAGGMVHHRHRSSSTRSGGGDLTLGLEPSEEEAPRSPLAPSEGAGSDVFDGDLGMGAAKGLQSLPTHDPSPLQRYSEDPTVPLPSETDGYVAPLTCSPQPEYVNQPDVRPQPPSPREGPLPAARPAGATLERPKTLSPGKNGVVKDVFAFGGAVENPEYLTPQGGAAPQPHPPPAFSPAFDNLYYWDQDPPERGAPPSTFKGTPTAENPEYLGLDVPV
MMP-13 inhibitor: MMP13 (human) collagenase inhibition; P45452; MMP-13 fTHP FRET cleavage, Mca fluorescence; inhibition, % at 4 µM; actives 0.07% (n = 65,000); AID 570;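 active = inhibition above the mean of compound-free control plate wells plus 3 SD, cut at about 14% in these data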;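 also: 0% = DMSO wells and 100% = wells with reference MMP-13 inhibitor after basal subtraction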
5HT1a antag: blocks the human serotonin 5-HT1a receptor; AID 612; inhibition, % at 10 µM; CHO 5-HT1a Ga15 NFAT-bla reporter, antagonist mode; actives 0.68% (n = 62,000);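 active = inhibition above the mean of all tested compounds plus 3 SD, cut at about 43% in these data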;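 also: receptor stimulated by 5-CT agonist at 100 nM near EC80; beta-lactamase reporter measured by ratiometric fluorescence of a cleavable substrate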
S1P1 ag pot: activates or potentiates agonism at human S1P1 receptor | S1P1 CRE-bla cells, forskolin, beta-lactamase FRET, potentiator mode; S1P1 agonist co-added at EC20, 2 nM; 100% = saturating reference agonist, 0% = basal | activation, % at 9.5 µM | actives 0.57% (n = 56,000) | AID 449;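 active = activation above a cutoff set at the mean activation of all tested compounds plus 3 SD, cut at about 54% in these data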;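 also: forskolin at 4 µM as EC80 and the EC20 agonist is SEW2871; 100% = SEW2871 at its EC100 plus forskolin at EC80; some compounds past the cut are filed as inactive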
S1P3 ag: agonists of human S1P3 receptor; actives 0.1% (n = 60,000); S1P3 NFAT-BLA reporter cells, agonism, FRET ratio; relative to 1 µM S1P, basal subtracted; Q99500; AID 373; activation, % at 4.5 µM;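 active = activation above the screen-wide mean plus 3 SD, cut at about 4.5% in these data, passing the limit was not always enough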; also: some compounds called inactive have numbers as strong as hits
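material = human S1P3 NFAT-BLA reporter CHO cells | schedule = 4 h compound at 37 °C, 2 h substrate at RT | measured by = fluorescent BLA substrate, ex 405 nm, em 460/535 nm ratio | controls = 1 µM S1P reference | replication = primary once, confirmation triplicate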
Abs 340nm: absorbance at 340 nm | compound absorbance at 340 nm, fold over control | fold change at 10 µM | 65,000 tested, under 10 active;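 active = at 10 µM dose, initial 340 nm absorbance at least 2 fold that of control wells; inactive = change under 2 fold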;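 also: initial absorbance extrapolated from kinetic A340 decline of NADH oxidation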
Fluor 339 460: intrinsic fluorescence of library compounds, ex339/em460 – biochemical, MLSMR library, data from DPM-DC assay, artefact control, profiling panel; compound autofluorescence, ex339/em460 nm, NADH buffer; stronger effect = higher value; 1 = no-compound wells, NADH background; fluorescence fold increase at 10 µM; actives 5.5% (n = 65,000);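 active = at 10 µM, mean starting fluorescence two-fold or more over control wells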;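 also: signal is the first read of a kinetic run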
The depositor's hits bear a star; nt = not tested or not shown; [ ] = another dose, or the depositor's remark. No enrichment for hits. Share with any hit: about 8.5%.

SMILES	HTR1E agonist	HTR1E antagonist	Her2 expr inh	MMP-13 inhibitor	5HT1a antag	S1P1 ag pot	S1P3 ag	Abs 340nm	Fluor 339 460
CC1CN(C(=O)C2CCCCC2)C(C)CN1C(=O)C1CCCCC1 (configuration not stated)	-0.5	-5	100	1	-12	-17	0.0	1	1.1
COc1ccc(-c2nc(Cn3c(SCc4cccc(F)c4)nc4ccncc43)c(C)o2)cc1OC	1.2	-10	30	-7	-14	11	0.0	1.1	1.1
Cc1ccc(C(=O)C(C)OC(=O)C2=COCCO2)cc1C (configuration not stated)	-0.4	5	97	-8	-4	20	-0.4	1	1
Cc1nn(-c2ccccc2)c2c1C(O)n1c(nc3ccccc31)S2 (configuration not stated)	-1.0	9	62	8	8	-6	-0.6	1	1
CCN(CC)c1ccc2cc(C(=O)O)c(=O)oc2c1	5.8	2	61	-16	-24	-24	3.0	1.1	2.7*
CSC1CCCCC1(O)CSc1nc2c(cc1C#N)CCCC2 (configuration not stated)	-0.1	1	87	3	7	nt	-0.4	1	1.1
CCCOC(=O)CC1C(=O)NCCN1Cc1ccccc1C (configuration not stated)	1.6	-8	91	1	-9	-15	-1.2	1	1.1
C=CCn1c(=S)[nH]c2ccccc2c1=O	-2.4	27	67	-3	nt	0	-4.0	1	1.1
O=C(O)C1CCCCC1C(=O)Nc1ccc2c(c1)CCC2 (configuration not stated)	-0.3	6	101	-2	14	23	-1.3	1	1.1
Cn1ccnc1SCC(=O)NC1CCCCC1	-0.7	9	120	-4	9	nt	nt	1	1.1
CC(C(=O)Nc1ccc2c(c1)OCO2)N(c1ccc(Cl)cc1)S(C)(=O)=O (configuration not stated)	0.5	2	77	5	-3	nt	-0.9	1.1	1.1
O=C(Nc1ccc(F)cc1)Nc1ccc(Cl)cn1	-0.1	-12	85	3	11	-9	-0.5	1	1.1
O=C(Nc1ccccc1C(F)(F)F)c1cc(S(=O)(=O)N2CCOCC2)ccc1F	0.9	10	102	2	-1	nt	nt	0.99	1.1
CC(C)COC(=O)c1cc(-c2ccc(/C=N/n3cnnc3)o2)ccc1Cl	-1.7	1	104	3	-8	38	-0.8	1	1.3
N#Cc1c(SCc2ccccc2)nc(N2CCOCC2)c2c1CCCC2	1.1	-19	133	4	2	8	-0.9	1	1.2
COc1ccc(CCNC(=O)COC(=O)c2cnc(C)cn2)cc1OC	-0.6	7	86	-1	-4	nt	nt	0.99	1
CCOC(=O)N1CCC(N(CCOC)C(=O)Nc2ccc(CC)cc2)CC1	-0.1	6	109	1	-7	1	-0.1	1	1.1
COc1ccc(N2C(=O)C3CCCN3C2c2cccc(F)c2)cc1Cl (configuration not stated)	-0.5	-14	81	-1	2	14	-0.2	1	1.1
CCCNc1nc2c(c(=O)[nH]c(=O)n2C)n1Cc1ccc(F)cc1	0.5	-2	97	1	2	-33	0.6	1	1.1
CCC(NC(=O)NCc1cccnc1)(C(F)(F)F)C(F)(F)F	0.5	7	74	1	7	13	-1.3	1	1.1
O=C(CNC(=O)c1ccco1)OCc1ccc(Cl)cc1	-0.4	-4	83	-3	0	nt	nt	1	1
CCC(C(=O)N1CCOCC1)n1c(C(=O)OC)cc2occc21 (configuration not stated)	-0.6	-2	106	5	0	-1	-0.5	0.96	1.1
CC(C)Cn1c(SCC(=O)N2CCN(S(=O)(=O)c3ccccc3)CC2)nc2ccccc21	-0.2	-1	102	-1	1	-6	-1.3	1	1.1
CC(C)OCCCNS(=O)(=O)c1ccc2c(c1)oc(=O)n2C	1.0	5	92	2	-1	2	0.1	1	1
CCN(CC(=O)NCCc1ccc(S(N)(=O)=O)cc1)Cc1nc2ccccc2c(=O)[nH]1	0.3	-4	96	2	-11	-21	-0.2	0.99	1.1
COCCOC(=O)C1=C(C)NC(=O)CC1c1cc2c(cc1Br)OCO2 (configuration not stated)	-0.6	-1	132	6	3	-3	-1.1	0.99	1
CCn1c(CNc2ccc(C)cc2C)nnc1SCC(=O)N1CCCc2ccccc21	0.1	-1	84	-4	6	13	-0.8	1	1.1
COc1ccccc1CNC(=O)c1ccc(S(=O)(=O)N(C)C)cc1	-0.7	10	105	8	-5	-29	-0.7	1	1
CCn1nc(NC(=O)c2ccccn2)c2cc3cc(C)ccc3nc21	5.1	5	127	-66[fluorescence artefact?]	-6	-40	1.9	1.1	3*
CC(C)CC(c1nnnn1Cc1ccco1)N1CCN(c2cccc(Cl)c2)CC1 (configuration not stated)	-1.7	13	128	6	46*	5	-1.2	1	1.1
CC(C)N(C(=O)Cn1cnc2c(cnn2-c2ccccc2Cl)c1=O)C(C)C	-0.4	-4	81	1	-5	-7	-0.5	1	1.1
CCCn1c(SCC(=O)NCCc2ccccc2)nnc1-c1ccccn1	-1.5	-2	94	3	-4	-9	-0.2	0.98	1.1
CCOC(=O)c1c(NC(=O)CSc2nnc(-c3cccnc3)o2)sc(C(C)=O)c1C	-0.5	30*	109	4	0	5	-1.5	1.1	1
CCOC(=O)N1CCN(C(=O)c2ccc3c(=O)n(-c4ccc(OC)cc4OC)c(=S)[nH]c3c2)CC1	0.2	2	85	-3	-16	8	0.9	1	1.1
CC1(C)Cc2ccccc2-c2nc(CN3CCOCC3)[nH]c(=O)c21	0.8	3	96	1	-7	-33	-0.6	1	1.1
COc1ccc(-n2c(Cc3cccn3C)nnc2SCC(=O)Nc2ccc(C)cc2C)cc1	-0.6	4	50	6	14	14	-1.0	1.1	1.1
CS(=O)(=O)Nc1ccc2c(c1)C(=O)OC2	0.2	2	96	7	3	-14	0.4	1.1	1.1
Cc1cc(C(=O)CC#N)c(C)n1CC(F)(F)F	-1.6	2	101	-3	-15	-12	-0.6	1	1.1
Cc1ccc(-c2nn(CC(=O)NCC3CCCO3)c(=O)c3ccccc23)cc1 (configuration not stated)	0.4	-11	93	-6	-11	-5	0.5	1	1.1
Cc1nnc(SCC(=O)Nc2c(Cl)cccc2Cl)[nH]c1=O	0.8	-13	97	3	-2	8	-0.9	1	0.99
CN(C)CCOC(=O)CCc1ccccc1	0.0	-4	116	2	-28	-5	-0.7	1	1.1
CC[C@H](C)[C@H](NS(=O)(=O)c1ccc(C)cc1)C(=O)N1CCC(C(=O)N[C@H](C(=O)O)C(C)C)CC1	-0.1	-2	123	4	3	-4	0.0	1	1.1
CN1CCN(c2ccccc2NC(=O)c2cc(Br)ccc2Cl)CC1	-0.3	2	53	6	2	-16	-1.2	1	1.1
CCC(Oc1ccccc1)C(=O)Nc1ccccc1OC (configuration not stated)	-0.6	1	63	0	12	-8	-1.7	0.97	1
O=C(CSc1nc2c(c(=O)n1-c1ccc(Cl)cc1)SCC2)Nc1nccs1	0.8	2	105	3	4	nt	nt	1	1.1
Cc1ccc(CNc2ccc(N3CCOCC3)cc2)s1	-0.3	-4	129	-2	-5	0	0.1	1	1.3
COC(=O)c1c(NC(=O)Cc2cccs2)sc2c1CCC(C)C2 (configuration not stated)	1.3	-4	105	-2	-6	-27	-1.3	1	1.1
COc1cccc2cc(C(=O)Nc3cccnc3N3CCOCC3)c(=O)oc12	-0.8	-6	nt	2	15	nt	nt	1.1	0.99
CC1(C)Cc2c(c(=S)nc(-c3ccccc3)n2CCOCCO)CO1	18*	7	160	5	-20	nt	nt	1.2	1
CN(C)c1ccc(C2N(c3ccc(F)cc3)C(=O)C3CCCN32)cc1 (configuration not stated)	-0.6	-2	105	6	1	-5	-1.0	1.1	1.1

Continuation.
SMILES	HTR1E agonist	HTR1E antagonist	Her2 expr inh	MMP-13 inhibitor	5HT1a antag	S1P1 ag pot	S1P3 ag	Abs 340nm	Fluor 339 460
c1ccc(-c2nnc(-c3ccccn3)nn2)nc1	-0.3	-5	55	-1	6	nt	nt	1	1.1
COc1ccccc1NC(=O)N1c2ccc(F)cc2CCC1C (configuration not stated)	-0.8	-7	105	0	7	1	-1.8	0.99	1
COc1ccc(-c2csc(N3CCN(C(=O)c4ccco4)CC3)n2)cc1	0.6	-6	nt	0	4	-8	-0.1	1	1.1
O=C(Nc1ccc2c(c1)OCO2)c1cccc2c1C(=O)N(Cc1cccnc1)C2	0.6	1	75	-1	-10	-9	-0.2	1	1
CN1CCCCCC1=Nc1ccccc1C#N	-0.5	2	98	5	6	2	0.3	1	0.98
NC(=O)C1CCN(Cc2nnnn2Cc2ccco2)CC1	0.0	6	78	-7	-7	-4	0.5	0.98	1
O=C(OCn1nnc2ccccc2c1=O)c1ccc2c(=O)n3c(nc2c1)CCC3	0.8	-1	99	1	-2	-17	-0.2	1	1.1
O=C(NCC1CCCO1)[C@@H]1CSC2c3ccccc3C(=O)N21 (some centres not stated)	-0.7	2	150	-1	0	0	-0.7	1.1	1.1
C=CCn1c(O)c(CN2CCOCC2)c(C)c(C#N)c1=O	-0.1	5	90	-4	4	-14	-0.3	1.1	1.4
CCOC(=O)N1CCN(C(=O)CSc2nnc(C3COc4ccccc4O3)o2)CC1 (configuration not stated)	-0.3	8	47	-1	-12	9	0.5	0.97	1.1
O=C1c2oc3ccccc3c(=O)c2C(c2cccc(O)c2)N1c1ccccn1 (configuration not stated)	-0.6	4	95	3	5	1	-1.0	1.1	1.1
COc1cccc(-n2nc(C(=O)Nc3ccc4c(c3)OCO4)c3ccccc3c2=O)c1	0.1	8	75	4	11	-12	-1.6	1	1.1
COc1cc2nc(N(C)C)nc(N)c2cc1OC	0.6	-18	64	-118[fluorescence artefact?]	-5	-41	0.3	1.1	5*
CS(=O)(=O)N1CCN(C(=O)CCC2CCCC2)CC1	-0.9	4	94	0	-3	-19	-1.4	1	1.1
COCCNC(=O)Cn1nc(C(F)(F)F)c(Br)c1C	0.6	-2	134	1	8	-3	-1.3	0.99	1
Cn1c(=O)c2c(nc(CN3CCOCC3)n2CCN2CCOCC2)n(C)c1=O	-0.6	14	116	-2	-6	13	-0.3	1	1.2
O=C(NCc1ccco1)c1cccn2c(=O)c3cc(Br)ccc3nc12	0.1	11	16	-3	20	nt	nt	1	2.5*
O=C(CCS(=O)(=O)c1ccc(Cl)cc1)N1CCN(S(=O)(=O)c2cccs2)CC1	-0.1	-2	97	1	-14	0	-0.1	1	1.1
Cc1ccc(NC(=O)CSc2nnc(-c3ccc(S(=O)(=O)N4CCCC4)cc3)o2)cc1C	-0.3	-9	15	5	-12	4	0.4	1.1	1.1
CC1(C)CC(=O)c2cc(C(=O)N3CCCC(C)(C)C3)c(=O)n(-c3ccccc3)c2C1	-0.7	3	133	-2	nt	6	-4.3	1	1.1

An excerpt from further up:
SMILES	HTR1E agonist	HTR1E antagonist	Her2 expr inh	MMP-13 inhibitor	5HT1a antag	S1P1 ag pot	S1P3 ag	Abs 340nm	Fluor 339 460
O=C1c2oc3ccccc3c(=O)c2C(c2cccc(O)c2)N1c1ccccn1 (configuration not stated)	-0.6	4	95	3	5	1	-1.0	1.1	1.1
COc1cccc(-n2nc(C(=O)Nc3ccc4c(c3)OCO4)c3ccccc3c2=O)c1	0.1	8	75	4	11	-12	-1.6	1	1.1
COc1cc2nc(N(C)C)nc(N)c2cc1OC	0.6	-18	64	-118[fluorescence artefact?]	-5	-41	0.3	1.1	5*
CS(=O)(=O)N1CCN(C(=O)CCC2CCCC2)CC1	-0.9	4	94	0	-3	-19	-1.4	1	1.1
